# MCF10A rereplic: A quantitative high throughput screen for small molecules that induce DNA re-replication in MCF 10a normal breast cells; 2.9% of 350,000 active; MCF 10A DNA re-replication, Hoechst nuclear intensity, 48 h; Potency, µM (doses to about 46.1 µM), for inactives: top-dose activity, positive = re-replication, actives largely listed as activators; note: % of control where 0% means no effect; nearly all actives have a fitted effect of over 50% in size
# ATXN2 expr inh: Primary qHTS for Inhibitors of ATXN expression. HEK-293 ATXN2-luciferase reporter, luminescence, 24 h. Potency, µM (doses to about 57 µM), inactives show at the highest dose activity change, negative = inhibition, most hits filed as inhibitors. 0.72% of 360,000 active. AID 1745845, 2022; note: % is set by controls: 0 for no effect and ±100 for the full control effect; nearly all actives have a fitted effect of over 55% in size
#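 qHTS (up to 57 uM final) was run with 24 h compound exposure of reporter cells at 37 °C. Each well was multiplexed: SteadyGlo luminescence measured ATXN2-luciferase expression after a fluorogenic Gly-Phe-AFC viability readout (25 uM final).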
# Nrf2 activator: qHTS of Nrf2 Activators | 0.31% of 410,000 active | Potency, µM (highest dose often 46.1 µM), for inactives: at the highest dose activation, hits mostly activators | AREc32 ARE-luciferase reporter (MCF7-derived line), luminescence, 24 h; note: % of control where 0% means no effect; nearly all actives have a fitted effect of over 65% in size
#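 ARE activation measured as luciferase luminescence (Steady-Glo, 30 min RT) in AREc32_Fluc cells after 24 hr compound exposure at 37 deg C, 5% CO2; cells seeded overnight at 1000/well in OPTI-MEM, 5% FBS.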
# Nrf2 block: Nrf2 qHTS screen for inhibitors. A549 ARE-Fluc reporter, luciferase luminescence, 18-24 h. Potency, µM (doses to about 46 µM), inactives show at the top dose activity change, negative = inhibition, usual class: inhibitors. 2.1% of 360,000 active; note: % is set by controls: 0 for no effect and ±100 for the full control effect; nearly all actives have a fitted effect of over 60% in size
#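 Quantitative HTS in A549 cells stably bearing an antioxidant response element-firefly luciferase construct. Inhibition of Nrf2-driven transcription was scored by luminescence after 18-24 h of compound exposure at 37 °C.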
# EPAC2 antag: qHTS for Antagonist of cAMP-regulated guanine nucleotide exchange factor 2 (EPAC2): primary screen. EPAC2 GEF exchange of Rap1B-BODIPY-GDP, fluorescence. Potency, µM (highest dose often 114 µM), for inactives: top-dose activity, negative = inhibition, hits mostly inhibitors. 0.18% of 360,000 active; note: % is set by controls: 0 for no effect and ±100 for the full control effect; nearly all actives have a fitted effect of over 45% in size; many of its hits are not listed in these tables
# Target sequence (Q8WZA2 whole entry, looked up): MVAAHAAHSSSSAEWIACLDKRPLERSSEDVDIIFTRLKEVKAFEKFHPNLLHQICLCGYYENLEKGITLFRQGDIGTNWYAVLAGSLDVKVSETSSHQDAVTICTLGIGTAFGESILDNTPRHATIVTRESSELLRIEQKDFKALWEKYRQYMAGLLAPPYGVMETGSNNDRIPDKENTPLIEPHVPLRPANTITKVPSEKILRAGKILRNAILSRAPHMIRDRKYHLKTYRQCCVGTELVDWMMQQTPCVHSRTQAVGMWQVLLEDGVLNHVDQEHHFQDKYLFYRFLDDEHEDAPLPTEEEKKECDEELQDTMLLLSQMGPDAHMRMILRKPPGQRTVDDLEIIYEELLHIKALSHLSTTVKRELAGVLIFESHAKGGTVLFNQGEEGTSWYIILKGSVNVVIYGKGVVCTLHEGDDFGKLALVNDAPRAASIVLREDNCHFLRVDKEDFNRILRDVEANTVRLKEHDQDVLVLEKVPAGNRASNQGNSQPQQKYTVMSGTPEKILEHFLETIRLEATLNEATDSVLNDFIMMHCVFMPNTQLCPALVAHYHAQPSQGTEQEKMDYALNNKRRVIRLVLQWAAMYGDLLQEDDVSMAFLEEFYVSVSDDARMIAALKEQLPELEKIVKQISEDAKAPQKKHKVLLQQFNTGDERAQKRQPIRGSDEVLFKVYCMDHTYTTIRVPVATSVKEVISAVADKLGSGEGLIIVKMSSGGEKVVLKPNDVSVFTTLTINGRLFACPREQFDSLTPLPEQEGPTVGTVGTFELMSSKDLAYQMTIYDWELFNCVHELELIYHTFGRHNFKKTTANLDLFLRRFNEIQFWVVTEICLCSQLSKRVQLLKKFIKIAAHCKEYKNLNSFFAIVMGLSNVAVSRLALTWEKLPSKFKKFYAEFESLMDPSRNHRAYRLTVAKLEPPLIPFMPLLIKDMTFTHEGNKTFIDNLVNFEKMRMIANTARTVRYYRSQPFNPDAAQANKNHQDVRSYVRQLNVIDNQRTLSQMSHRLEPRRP
# ATXN viability: Viability Counterscreen for Primary qHTS for Inhibitors of ATXN expression; S2 cells (HEK-293 line with an ATXN2-luciferase reporter) viability, CellTiter-Fluor protease fluorescence, 24 h; Potency, µM (doses to about 56.7 µM), most hits filed as cytotoxic; 0.49% of 400,000 active; AID 651635, 2014; note: nearly all actives have a fitted effect of over 40% in size
# A549 tox: Nrf2 qHTS screen for inhibitors: counterscreen for cytotoxicity | Potency, µM (top dose mostly 46 µM), without a hit: at the highest dose activity change, negative = cytotoxicity, actives largely listed as inhibitors | A549 ARE-Fluc cells, CellTiter-Fluor viability, 18-24 h | AID 504648, 2011 | 0.16% of 390,000 active; note: % is set by controls: 0 for no effect and ±100 for the full control effect
#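 Cytotoxicity counterscreen: CellTiter-Fluor fluorescence was measured in A549 ARE_Fluc cells after 18-24 h of compound exposure in a concentration series. The subsequent BugLite luminescent read reports ARE-luciferase activity.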
# HepG2 tox: qHTS for Inhibitors of TGF-b: Cytotox Counterscreen. HepG2 CAGA-GFP viability, ATP luminescence, 18 h. Potency, µM (highest dose often 46.1 µM), for the others: top-dose activity change, negative = cytotoxicity, usual class: cytotoxic. 0.76% of 410,000 active. AID 588856, 2011; note: some results filed as inactive show a strong effect at the top dose
#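 CellTiter-Glo luminescence gave cytotoxicity after 18 hours at 37 degrees C. The cells were HepG2 CAGA-GFP in 1% FBS DMEM, stimulated with 500 pg/mL TGF-beta after compound addition. %Activity was normalised to no-cell wells (complete cell-killing) and DMSO (no toxicity), and curves were fitted and classified.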
# TGFb SMAD3 inh: qHTS for Inhibitors of TGF-b; HepG2 CAGA-GFP TGF-b/SMAD3 reporter, GFP fluorescence, 18 h; TGF-beta stimulated, 500 pg/mL final; Potency, µM (series often up to 46.1 µM), for inactives: at the top dose activity, negative = inhibition, hits mostly inhibitors; 1.2% of 410,000 active; note: % is set by controls: 0 for no effect and ±100 for the full control effect; nearly all actives have a fitted effect of over 65% in size
#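 GFP signal (ex488/em500-530) from TGF-beta-stimulated HEPG2 CAGA-GFP cells, 500 pg/mL final, 18 h at 37 degrees C in DMEM plus 1% FBS, normalized to unstimulated and DMSO-stimulated controls.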
# Starred values were filed as active, the others as inactive; i = inactive; ? = inconclusive; nt = not tested or not shown; [ ] = dose if it differs, or a comment. Calls come from the whole dose curve; as a rule, active = well fitted curve in the direction sought with a large enough effect; inconclusive = small, poorly fitted or top-dose-only effect, or another doubt; inactive = no such curve, though single readings can be large; an effect the other way counts as inactive or inconclusive. Potency is the fitted concentration of half-maximal effect. This is a subset. The share of hits here may be higher or lower than overall.
# Below each compound: TGFb SMAD3 inh | Nrf2 activator | EPAC2 antag | Nrf2 block | MCF10A rereplic | ATXN2 expr inh | HepG2 tox | ATXN viability | A549 tox
(1) Cc1cc(=O)[nH]c(-n2nc(C)c(Oc3ccccc3O)c2C)n1
 : 3% | -0.6% | 6% | -17% | 17% | -6% | -17% | i | -5%
(2) Cn1nccc1C(=O)N1CCC(Cc2ccccc2)CC1
 : 3% | -0.3% | -8% | 3% | -5% | -18% | 2% | i | 0%
(3) NC(=O)C1CCCN(C(=O)c2cccc(NC(=O)c3cccs3)c2)C1 (configuration not stated)
 : -2% | -0.3% | 4% | 0% | -3% | 6% | -12% | i | 1%
(4) CC(=O)NCC(=O)N[C@@H](CC(=O)OCc1ccccc1)C(=O)OCc1ccccc1
 : -1% | -0.9% | -17% | -13% | 4% | nt | -6% | i | -2%
(5) CC(c1ccccc1)N1CC(C(=O)O)CC1=O (configuration not stated)
 : 3% | -0.5% | -8% | -10% | 0% | 9% | 3% | i | -1%
(6) Cc1ccc(-n2cnc3cc(C(=O)NCCC4=CCCCC4)ccc32)cc1Cl
 : -13% | -0.5% | nt | nt | nt | nt | -9% | nt | 21%
(7) CCCC1C(C#N)=C(N)Oc2n[nH]c(C(C)(C)C)c21 (configuration not stated)
 : 0% | 6.1% | -2% | 25% | -7% | -14% | 10% | i | 0%
(8) O=c1nc(-c2ccccc2)c2cc(SC(F)F)ccc2[nH]1
 : 18% | -0.3% | 9% | -21% | 1% | 0% | 4% | i | -7%
(9) CCOC(=O)C1(Cc2ccc(OC)cc2)CCN(C(=O)[C@@H]2CCCN2C(C)=O)CC1
 : -1% | 2.1% | 0% | 16% | 0% | 3% | 10% | i | -5%
(10) COc1ccc(C2CC(c3ccc(Cl)cc3)=NN2C(=O)c2cccc([N+](=O)[O-])c2)cc1 (configuration not stated)
 : -18% | 3.5% | 4% | -20% | -4% | 20% | 2% | i | 0%
(11) CC(C)C(=O)Nc1ccc2c(c1)Cc1cc(NC(=O)C(C)C)ccc1-2
 : -6% | -0.1% | 6% | 3% | -6% | -5% | 0% | i | 7%
(12) Cc1ccc(N(CC(=O)NC2CCCC2)C(=O)CCC(=O)Nc2ccccn2)cc1
 : -5% | -0.8% | 1% | -7% | -4% | -9% | -5% | i | -3%
(13) O=C1OC[C@H]2CCCN2C(=O)[C@@H](CC(=O)N(CCO)Cc2ccccc2)C/C=C\CC[C@@H]1Cc1ccc(F)cc1
 : -24% | 8.0% | -11% | -8% | 6% | -7% | -36% | ? | -5%
(14) COc1ccc(N(CC(=O)NCCSc2ccccn2)S(=O)(=O)c2ccccc2)cc1OC
 : 11% | -0.2% | 0% | -17% | 0% | 0% | 2% | i | -6%
(15) Clc1ccc(CN2CCN(c3ncnc4scc(-c5cccs5)c34)CC2)cc1
 : ? | 1.9% | -2% | ? | ? | ? | -24% | i | -4%
(16) COc1ccc(OC)c2[nH]c(=O)c(CCNC(C)=O)cc12
 : 4% | 0.0% | 17% | 3% | 14% | -3% | 1% | i | 5%
(17) COc1ccc(OCc2ccc(C(=O)NN)cc2)cc1
 : -1% | -0.4% | 8% | nt | -4% | 15% | -21% | i | 0%
(18) O=c1c2c(nc3n1CCS3)c1cc(F)ccc1n2Cc1cc(=O)n2cc(Cl)ccc2n1
 : -5% | -0.5% | -2% | 11% | 0% | 4% | 4% | i | -2%
(19) CCCc1c(OCCCOc2ccc(OCC(=O)O)cc2)ccc(C(C)=O)c1O
 : -13% | 0.4% | ? | -26% | ? | 2% | -33% | i | -3%
(20) CC(=O)C1=C(C)N(Cc2ccccc2)C(=O)N[C@H]1c1cccc(F)c1
 : 29% | 3.9% | -26% | 15% | 2% | 0% | 55% | i | -3%
(21) CCCCOc1ccc(C(C)NC(=O)CCS(=O)(=O)Cc2ccccc2Cl)cc1 (configuration not stated)
 : -21% | 4.9% | 5% | ? | ? | 15% | 2% | i | 1%
(22) Cc1cc(-c2ccc(Br)cc2)n2nc(C)cc2n1
 : -5% | 3.7% | -18% | nt | nt | nt | -1% | i | nt
(23) Cc1cc(C)c(NC(=O)c2c(C)nn(-c3ccc(F)cc3)c2-n2cccc2)c(C)c1
 : -21% | 0.1% | nt | -19% | nt | -8% | -15% | i | -6%
(24) O=C(c1ccc(Br)o1)N1CCN(CCOc2ccccc2)CC1
 : -11% | 0.1% | -2% | -22% | -2% | -1% | -5% | ? | -16%
(25) CCCCn1c(SCC(=O)NCc2ccco2)nc2ccc(N3CCOCC3)cc2c1=O
 : -8% | 0.3% | 2% | 0% | ? | 9% | -4% | i | -4%
(26) Cc1ccccc1N1C(S)=C(C#N)C(=O)NC1c1cccs1 (configuration not stated)
 : -12% | 0.0% | -1% | -2% | -2% | -2% | 1% | i | -19%
(27) O=C(Nc1ccc2ccccc2c1)C(c1ccccc1)C1CCCC1 (configuration not stated)
 : ? | 3.3% | -4%[57.1 µM] | -7% | ? | nt | -3% | ? | -3%
(28) COc1cccc(C(=O)NCC2CCCN2S(=O)(=O)c2cccs2)c1 (configuration not stated)
 : -12% | -0.7% | 1% | -12% | 1% | 0% | 7% | ? | 0%
(29) O=CN1CCN(C(C(=O)NC2CCCCC2)c2cc3c(cc2[N+](=O)[O-])OCO3)CC1 (configuration not stated)
 : -7% | 0.3% | -2% | 3% | 3% | -16% | -4% | i | -8%
(30) Cc1cccc(-n2c(O)cnc2Nc2nc(C)cc(C)n2)c1
 : -1% | -0.3% | 2% | -9% | -11% | 0%[11.3 µM] | -6% | i | 3%

# (more compounds)
# Below each compound: TGFb SMAD3 inh | Nrf2 activator | EPAC2 antag | Nrf2 block | MCF10A rereplic | ATXN2 expr inh | HepG2 tox | ATXN viability | A549 tox
(31) COc1ccc(/C=C/C(=O)c2ccc3c4c(cccc24)CC3)cc1
 : -12% | ? | 1% | ? | 18µM* | ? | -61% | i | 11%
(32) Cc1cc(O)cc(O)c1/C=N/NC(=O)c1ccc2c(c1)OCCO2
 : -1% | -0.5% | -1% | nt | nt | nt | -18% | i | nt
(33) CCOc1ccc(NC(=O)CN2CCN(CC(=O)c3ccc(OCC)cc3)CC2)cc1
 : 0% | 3.4% | 19% | nt | ? | -2% | 3% | i | 20%
(34) Cc1cc(C)n(-c2nc(-c3ccc(Cl)c(Cl)c3)cs2)n1
 : -12% | 0.0% | -2% | 42% | 7.1µM* | 1% | -1% | i | 4%
(35) Cc1ccc(Cn2nnc3c(=O)[nH]c(C4CCN(S(=O)(=O)/C=C/c5ccccc5)CC4)nc32)cc1
 : ? | 0.7% | -10% | -26% | 10% | -19% | -4% | i | -7%
(36) COc1ccc(NC(=S)N(CCCN2CCC(C)CC2)Cc2cccs2)cc1Cl
 : ? | 4.4% | -7% | 10% | 12% | -36% | -27% | ? | -12%
(37) CCn1c(CSc2nc(C)cc(C)n2)nnc1SCC(=O)Nc1nc(-c2ccccc2)cs1
 : -5% | -0.5% | -7% | ? | 12% | -9% | 6% | i | -4%
(38) COc1cc(C(=O)NC(=S)Nc2ccc3ccccc3c2)cc(OC)c1OC
 : -18% | -1.3% | 1% | nt | nt | nt | -29% | i | nt
(39) CC(C=CC(O)=C1C(=O)CNC1=O)=C[C@@H](C)C1OC2(C)OC(C(=O)C3O[C@@]32C)C1C (some centres not stated)
 : nt | 0.5% | 4% | nt | nt | 8% | nt | i | nt
(40) CCCOc1ccc(C(=O)Nc2ccc(NC(=O)c3ccccc3)c(Br)c2)cc1
 : -6% | -0.4% | nt | 2% | nt | nt | -7% | nt | -3%
(41) O=C1NC[C@@H](CCCCN2C[C@H](Cc3ccc(O)cc3)N(Cc3ccccc3)C(=O)C2=O)N(CCC2CCCCC2)C1=O
 : nt | -0.5% | -13% | nt | nt | 4% | nt | ? | nt
(42) O=C(CSc1nc2cc(Cl)ccc2s1)Nc1cccc(S(=O)(=O)N2CCOCC2)c1
 : 0% | 0.1% | -2% | 23µM* | ? | -21% | -1% | i | -5%
(43) Cc1ccc(-c2nn(CC(N)=O)c(=O)c3ccccc23)cc1S(=O)(=O)N(C)C
 : 37%[activator] | 0.0% | -6% | 3% | -1% | nt | 0% | nt | -10%
(44) Cc1ccccc1OCC(=O)NC(=S)Nc1ccc(S(=O)(=O)NC2CCCCC2)cc1
 : ? | 0.9% | -5% | nt | 8% | -9% | -4% | i | 1%
(45) Cn1c(NCC(O)c2ccccc2)nc2c1c(=O)n(Cc1ccc(Cl)c(Cl)c1)c(=O)n2C (configuration not stated)
 : ? | -2.5% | -4% | nt | ? | ? | -95% | ? | ?
(46) Cc1noc(NS(=O)(=O)c2ccc(NC(=O)NC(C)(C(F)(F)F)C(F)(F)F)cc2)c1C
 : -6% | -0.4% | -19% | -18% | -1% | nt | -10% | i | 1%
(47) COc1ccccc1CC(=O)N1CCC(n2nccc2NC(=O)C2CCOC2)CC1 (configuration not stated)
 : 1% | -0.4% | -4% | 2% | -1% | 2% | 0% | i | 2%
(48) Cc1ccc(-c2nc(CN(C)Cc3cccc4cnccc34)c(C)o2)s1
 : ? | 3.6% | -18% | 23µM* | 16% | nt | -34% | i | -2%
(49) N#Cc1c(-c2ccncc2)cc(-c2ccc(F)cc2)nc1N
 : -2% | 0.2% | 23% | -21% | -1% | -30% | -20% | nt | -1%
(50) Cc1cccc(C2N3CC4(C(C)C)CN2CC(C(C)C)(C3)C4=O)c1 (configuration not stated)
 : 16% | -1.2% | nt | nt | nt | -16% | -9% | i | 6%
(51) Fc1ccc(-c2nc3ccc(Cl)cn3c2Cc2ccccc2)cc1
 : ? | 12% | -16% | nt | nt | -13% | -27% | ? | nt

# Screens deposited in PubChem BioAssay by National Center for Advancing Translational Sciences (NCATS).
